# LYP phosphatase – PTPN22 lymphoid phosphatase activity blockers – biochemical, fluorescence intensity, uHTS (AID 1779); recombinant LYP phosphatase, fluorescence intensity; higher % means a stronger effect; inhibition, % at 11.5 µM, or IC50 in µM where a hit was titrated; 0.054% of 290,000 active; in the data active means inhibition above about 50%;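 further: plate controls were vehicle with enzyme for no effect and no enzyme for full effect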
# West Nile antiviral – inhibition of WNV-induced cytopathic effect – cell-based, CPE readout (AID 1621). West Nile virus-infected cells, CPE inhibition; higher % means a stronger effect. one-dose CPE inhibition, % at 10 µM; IC50 in µM for titrated hits. 0.02% of 290,000 active; in the data active means a potency from the dose series; inconclusive means CPE inhibition mostly from about 3.7% at the one dose, without a potency; inactive means the rest, 99 in 100 with CPE inhibition below about 2.2%; further: strong numbers were not always called active
# PhoP inhibition – PhoP-dependent GFP reporter repression – Salmonella Typhimurium, primary screen (AID 1863); S. Typhimurium PhoP-regulated promoter GFP reporter, 4 h; higher % means a stronger effect; inhibition, % at 50 µM; hits with a dose series show IC50 in µM; 0.16% of 300,000 active;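 active means inhibition over 29.93%, a cutoff 3 SD above the screen mean, later confirmed by dose response; inconclusive means inhibition over 29.93% but no dose response follow-up; inactive means inhibition at most 29.93% or unconfirmed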;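 further: 0% = low Mg2+ inducing control and 100% = high Mg2+ repressing control; strong numbers were not always called active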
# GPR35 arrestin U2OS – inhibition of zaprinast-stimulated GPR35 beta-arrestin translocation – imaging, U2OS, beta-arrestin-GFP, zaprinast agonist, primary screen (AID 2058). U2OS GPR35 beta-arrestin-GFP translocation imaging, zaprinast antagonism; higher % means a stronger effect. one-dose inhibition, % at 10 µM; IC50 in µM for titrated hits. 0.052% of 290,000 active;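 active means inhibition of at least 50% with at least 30 cells and total cytoplasm GFP at most 10,000,000; inconclusive means under 30 cells or total GFP of 10,000,000 plus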
# Rac1 GTP hydrolysis – MgcRacGAP GTPase-activating activity inhibitors, confirmation, biochemical, ADP Hunter fluorescence; MgcRacGAP-stimulated Rac1 GTP hydrolysis, ADP Hunter fluorescence; higher % means a stronger effect; GST-tagged Rac1 F28L mutant substrate; inhibition, % at 30 µM; hits with a dose series show IC50 in µM; 0.6% of 340,000 active;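 active means first-screen hits whose inhibition reached a set limit at any dose in the follow-up dose series; inconclusive means inhibition above the set first-screen limit but never retested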;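 further: fluorescence reports GDP produced by GAP-driven GTP hydrolysis; strong numbers were not always called active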
# ER stress rescue – rescue of cells from ER stress-induced death, primary screen, 384-well, CSM14.1, thapsigargin, ATP luminescence (AID 1222). cellular ATP content (survival), % at 20 µM, or EC50 in µM where a hit was titrated. CSM14.1 thapsigargin-induced death rescue, ATP luminescence; higher % means a stronger effect. 190,000 tested, under 10 active;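 active means EC50 below 50 µM in the dose-response confirmation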;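 further: death triggered by thapsigargin at about 15 µM added after 2 h compound pretreatment; cell ATP read after overnight thapsigargin exposure of roughly 18 to 22 hours; normalized against plate controls of thapsigargin alone and 5% DMSO vehicle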
# NS5 inhibitors – Dengue-2 NS5 methyltransferase inhibitors, primary screen, biochemical, confirmation dose response (AID 588689). Dengue-2 NS5 methyltransferase capping enzyme assay, biochemical; higher % means a stronger effect. one-dose inhibition, % at 25 µM; IC50 in µM for titrated hits. 0.3% of 340,000 active; in the data active means a potency from the dose series; inconclusive means inhibition above about 29% without an active follow-up result
# RSV CPE inhibition – RSV antiviral activity via CPE protection, HEp-2 cells, primary 10 µM value included (AID 2391); HEp-2 cells, RSV-induced CPE inhibition; higher % means a stronger effect; 0.13% of 310,000 active; CPE inhibition, % at 10 µM; hits with a dose series show IC50 in µM; in the data active means a potency from the dose series; inconclusive means CPE inhibition mostly from about 23% at the one dose, without a potency; inactive means the rest, 99 in 100 with CPE inhibition below about 21%; further: strong numbers were not always called active
# Large T inhibition – SV40 large T antigen inhibitors, biochemical (AID 1903). SV40 large T antigen ATPase/helicase inhibition assay; higher % means a stronger effect. inhibition, % at 20 µM, or IC50 in µM where a hit was titrated. 0.39% of 310,000 active; in the data active means a potency from the dose series; inconclusive means inhibition mostly from about 32% at the one dose, without a potency; inactive means the rest, 99 in 100 with inhibition below about 32%; further: strong numbers were not always called active
# NS5 inhibitors pilot replicate – further read-out of NS5 inhibitors, marked with its call; inhibition, %; measured here: pilot screen replicate inhibition
# The depositor's hits bear a star; ? = inconclusive; nt = no result given.
SMILES,LYP phosphatase,West Nile antiviral,PhoP inhibition,GPR35 arrestin U2OS,Rac1 GTP hydrolysis,ER stress rescue,NS5 inhibitors,RSV CPE inhibition,Large T inhibition,others
Cc1ccc(NC(=S)N2CCN(C(=O)C3CCCO3)CC2)c(C)c1 (stereo not drawn),-6%,-0.2%,-2%,2%,4%,0.7%,-3%,4.7%,7%,
CC(NS(=O)(=O)c1ccccc1)C1COc2ccccc2O1 (stereo not drawn),-10%,-0.2%,0%,0%,10%,2.1%,-5%,0.9%,-1%,
Cc1ccc(-n2nc3ccc(NC(=O)c4ccco4)cc3n2)cc1,-6%,-0.4%,-8%,7%,14%,-2.7%,3%,9.3%,-1%,
COc1cc(C2SCC(=O)N2Cc2ccccc2)ccc1O (stereo not drawn),-8%,-0.1%,0%,10%,11%,nt,-7%,2.0%,26%,
O=C(O)c1ccc(CSCc2c(F)cccc2Cl)o1,-3%,-0.5%,7%,-8%,0%,-2.8%,2%,1.2%,9%,
O=C(COC(=O)CCC(=O)c1cccs1)NC(=O)c1ccc(OC(F)F)cc1,-6%,0.0%,11%,-3%,10%,1.3%,-3%,0.7%,13%,
Cc1ccc(C(=O)C(C)OC(=O)CN2C(=O)NC3(CCCC3)C2=O)cc1 (stereo not drawn),nt,nt,12%,nt,-3%,nt,7%,0.2%,13%,
Cn1ccs/c1=N\C(=O)Nc1ccccc1,-4%,0.1%,-11%,-8%,2%,-0.1%,-8%,1.2%,7%,
NC(=O)/C(=C\c1ccco1)NC(=O)c1ccc(Br)o1,nt,nt,nt,nt,5%,nt,-5%,2.1%,12%,
Cc1cc(C)n(CCc2nc(-c3ccco3)cs2)n1,-2%,-0.2%,3%,-2%,?,-0.6%,19%,2.0%,66µM*,
Cc1ccc(C(=O)Nc2ccon2)cc1S(=O)(=O)N1CCCC1,-8%,0.0%,-6%,2%,-4%,2.9%,-2%,nt,-2%,
COc1ccc(NC(=O)CSc2ccccn2)c([N+](=O)[O-])c1,-3%,0.2%,0%,10%,nt,nt,nt,2.2%,6%,
O=c1cc(NS(=O)(=O)c2ccccc2)nc(SCc2c(Cl)cccc2Cl)[nH]1,-12%,-0.5%,2%,-11%,7%,0.1%,-1%,2.0%,13%,
O=C(O)[C@H]1CCCC[C@H]1C(=O)Nc1ccc(Nc2ccccc2)cc1,-8%,0.1%,1%,-1%,?,1.2%,-3%,3.0%,9.5µM*,
Nc1ncc(Br)cc1S(=O)(=O)NCCC(=O)N1CCN(c2ccccc2)CC1,-9%,-0.9%,9%,15%,-4%,nt,-8%,3.1%,18%,
COc1ccc2[nH]c3c(=O)n(CCCC(=O)NC4CCCCC4C)c(=S)[nH]c3c2c1 (stereo not drawn),-13%,0.4%,11%,6%,9%,nt,-3%,nt,9%,
CCCn1c(CN2CCCCC2C)nc2c1c(=O)n(C)c(=O)n2C (stereo not drawn),-4%,0.0%,-1%,-5%,2%,nt,-1%,2.0%,1%,
O=C(C1CCCN(c2ncnc3c2nc2n3CCCCC2)C1)N1CCN(c2ccccc2F)CC1 (stereo not drawn),-8%,0.8%,3%,-11%,-8%,nt,3%,22%,3%,
COc1ccc(N2CCN(C(CNC(=O)C(=O)NCc3cccnc3)c3ccco3)CC2)cc1 (stereo not drawn),-9%,-0.3%,-3%,-8%,28%,-1.4%,-4%,4.4%,27%,
Cc1noc(C)c1CSCC(=O)NCCN1C(=O)S/C(=C\c2ccccc2F)C1=O,nt,nt,-8%,nt,12%,nt,6%,-0.9%,7%,
CN1CCc2c(sc(/N=C/c3c[nH]c4ccccc34)c2C(N)=O)C1,-14%,1.3%,-8%,-2%,nt,nt,nt,1.7%,10%,
COC(=O)c1n[nH]c2ccccc12,-9%,0.2%,10%,6%,7%,3.7%,10%,1.7%,-2%,
COc1cc(OC)c(OC)cc1CN1CCN(Cc2ccco2)CC1,-7%,-0.4%,-3%,4%,20%,nt,6%,0.5%,11%,NS5 inhibitors pilot replicate=-0.9
Cc1cccc2c1N(C(=O)CN1C(=O)c3ccccc3C1=O)C(C)(C)c1ssc(=S)c1-2,11%,-0.7%,-11%,16%,3%,-0.1%,-6%,6.6%,2%,
NC(=O)CSc1oc(-c2cccs2)nc1S(=O)(=O)c1ccccc1,1%,0.2%,6%,20%,7%,-2.4%,-20%,0.5%,6%,
O=C(Nc1ncc(Cc2cccc(Cl)c2)s1)c1ccc([N+](=O)[O-])cc1,1%,0.1%,1%,-27%,7%,-0.6%,0%,7.8%,-3%,
O=C(O)/C=C/C(=O)Nc1ccc(N2CCOCC2)nc1N1CCOCC1,-9%,0.4%,0%,-4%,14%,nt,18%,0.7%,13%,
O=S1(=O)Cc2cc3ccccc3cc2C1,-9%,-0.1%,3%,10%,-2%,-1.2%,-1%,2.1%,3%,
O=C(CSc1nc(-c2ccc(Cl)cc2)[nH]c(=O)n1)Nc1cccc(Cl)c1,-4%,-0.1%,-4%,6%,nt,nt,nt,1.0%,4%,
O=C(Nc1cccc(C(F)(F)F)c1)c1cc[n+]([O-])cc1,-6%,0.0%,1%,-1%,3%,nt,-10%,9.9%,2%,
CCOC(=O)CCC(NC(=O)c1ccc(NCN2C(=O)c3ccccc3C2=O)cc1)C(=O)OCC (stereo not drawn),-4%,0.4%,-6%,26%,5%,0.3%,-3%,0.9%,7%,
Cc1ccn(C(=O)c2ccc(NC(=O)CC(C)C)cc2)n1,-10%,-0.1%,-9%,18%,-2%,1.2%,nt,-1.0%,5%,
NS(=O)(=O)c1ccc(NCc2c(F)cccc2Cl)cc1,-10%,-0.5%,-4%,-1%,-10%,0.5%,4%,nt,1%,
CN1C(=O)c2c(sc3c2CCCC3)NC1c1ccccc1O (stereo not drawn),0%,1.1%,-12%,14%,nt,-2.2%,nt,3.3%,11%,
COc1ccc(C(=O)NCC(=O)OCC(=O)Nc2c(C)n(C)n(-c3ccccc3)c2=O)cc1,-5%,0.3%,14%,-7%,4%,-0.6%,-11%,2.5%,-2%,
CCCCN1C2CCCC1CC(NC(=O)c1cccc(OC)c1)C2 (stereo not drawn),-6%,-1.2%,-4%,3%,8%,nt,-4%,-1.1%,6%,NS5 inhibitors pilot replicate=-4.9
c1ccc(CNc2nc3ccccc3n2CCN2CCOCC2)nc1,-8%,-0.3%,5%,7%,3%,0.0%,-6%,1.9%,8%,
CCn1ncc(Br)c1C(=O)Nc1ccc(Cl)cn1,2%,-0.2%,11%,0%,3%,-0.3%,-8%,?,15%,
O=C(c1ccc(Cl)cc1)N1CCC(=O)N(C(CO)Cc2ccccc2)CC1 (stereo not drawn),nt,-0.1%,-8%,nt,4%,nt,-4%,3.3%,22%,
Cc1ccnn1C(C)C(=O)O (stereo not drawn),-3%,-0.3%,-7%,-10%,6%,0.7%,nt,-0.2%,7%,
Cc1nc(C)c(C(=O)C2=C(O)C(=O)N(CCN3CCOCC3)C2c2cccnc2)s1 (stereo not drawn),0%,0.7%,0%,11%,10%,-2.3%,-1%,-0.2%,5%,
CCCn1cc(SCC(=O)Nc2ccc3c(c2)OCO3)c2ccccc21,0%,-0.1%,4%,-3%,1%,nt,-1%,2.2%,2%,
CC1CCCC(NC(=O)COC(=O)/C=C/c2ccc3c(c2)OCO3)C1C (stereo not drawn),-3%,0.2%,9%,1%,4%,-0.6%,5%,1.8%,-3%,
N#Cc1c(NC(=O)c2ccc(Cn3cc(Br)cn3)o2)sc2c1CCCCCC2,6%,-0.9%,18%,-1%,8%,-0.5%,-11%,14%,0%,
NC(=O)C1CCCN(CCc2ccccc2)C1 (stereo not drawn),-4%,-0.5%,9%,-4%,12%,-0.9%,-5%,2.0%,0%,
CC(C)c1ccc(-c2nn[nH]n2)cc1,-6%,0.2%,-20%,5%,4%,-3.4%,-1%,1.0%,6%,
COc1ccc(Cc2nnc(SCC(=O)NCc3ccco3)o2)cc1,-8%,-0.2%,0%,0%,9%,0.0%,2%,0.3%,4%,
Cc1c(CN2CCN(CC(C)C)C(CCO)C2)[nH]c2ccc(Cl)cc12 (stereo not drawn),-4%,-0.9%,4%,0%,-10%,nt,-5%,15%,7%,NS5 inhibitors pilot replicate=-5.2
CCOc1ccc(Cn2nnc(C(=O)Nc3ccc(OC)cc3OC)c2N)cc1,0%,-0.2%,4%,1%,-1%,-1.1%,-5%,0.7%,2%,
CC12CN3CC(C)(CN(C1)C3c1ccc3ccccc3c1O)C2=O (stereo not drawn),9%,0.0%,0%,5%,3%,-0.1%,7%,10%,9%,
COc1ccc2[nH]c(C(=O)NCCN3CCOCC3)cc2c1,-6%,0.1%,-4%,0%,0%,nt,1%,0.6%,8%,
Cc1cc(NC(=O)CCCC(=O)Nc2ccc(F)cc2)no1,-1%,-0.1%,-1%,-14%,12%,-2.5%,-1%,0.1%,16%,
COc1ccc(NC(=O)CN2C(=O)CSc3ccc(S(=O)(=O)N4CCCC4)cc32)cc1OC,-6%,-0.2%,-1%,-2%,5%,nt,-2%,0.5%,14%,

# Compound activity deposited in PubChem by several laboratories.

# The order is random, and some 1.5% of all compounds hit somewhere here.
